Assay outcomes deposited in PubChem by several laboratories.
CR mimetic SO: caloric restriction mimetics inhibiting age-related superoxide in yeast; AID 2690; 330,000 tested, 0.18% active; superoxide response (% of plate mean), % at 10 µM; S. cerevisiae aged cells, superoxide DHE fluorescence; stronger effect = lower value;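 active = superoxide response under a set limit, about three screen SD below normal, cut at about 65% in these data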;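 also: yeast aged for seven days with compound at 30 °C before DHE staining; 100% = average MFI of all compound-treated wells on the plate with controls excluded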
GASC-1 inh: inhibitors of human GASC-1 (JMJD2C) demethylase. Q9H3R0. GST-JMJD2C(1-420) H3K9me3 demethylation, DELFIA europium. inhibition, % at 2.35 µM. 330,000 tested, 0.069% active;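 active = more than half of a compound's replicate wells show inhibition beyond 50%, single wells judged on their own value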;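 also: signal counts dimethyl H3K9 product captured on neutravidin plate; 0% = median of DMSO wells and 100% = 0.3 times that DMSO median; strong numbers were not always called active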
Target sequence (Q9H3R0 1-420 limits assumed): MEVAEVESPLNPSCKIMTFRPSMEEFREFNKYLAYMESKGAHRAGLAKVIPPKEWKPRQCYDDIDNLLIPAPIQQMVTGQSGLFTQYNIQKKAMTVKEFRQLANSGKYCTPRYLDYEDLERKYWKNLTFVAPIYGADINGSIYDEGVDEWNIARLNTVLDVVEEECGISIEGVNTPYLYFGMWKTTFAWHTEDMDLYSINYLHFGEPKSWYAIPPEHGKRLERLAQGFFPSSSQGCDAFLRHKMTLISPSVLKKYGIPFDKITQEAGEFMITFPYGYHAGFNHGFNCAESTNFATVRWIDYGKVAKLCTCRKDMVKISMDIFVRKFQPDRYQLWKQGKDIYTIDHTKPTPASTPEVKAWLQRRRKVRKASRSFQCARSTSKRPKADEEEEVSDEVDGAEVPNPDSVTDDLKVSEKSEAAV
Active calls of the source: *. Not all compounds are listed, so the mix of outcomes need not match the whole.

Start of the listing, in advance, 2 compounds:
structure	CR mimetic SO	GASC-1 inh
COc1ccc(NCC(=O)Nc2cccc(C(F)(F)F)c2)cc1S(=O)(=O)N1CCOCC1	127	-7
CCOc1ccc(NC(=O)CN(C)C(=O)c2ccc(C)c(S(=O)(=O)N3CCCCC3)c2)cc1OCC	101	22

The whole of this part, from the start:
structure	CR mimetic SO	GASC-1 inh
COc1ccc(NCC(=O)Nc2cccc(C(F)(F)F)c2)cc1S(=O)(=O)N1CCOCC1	127	-7
CCOc1ccc(NC(=O)CN(C)C(=O)c2ccc(C)c(S(=O)(=O)N3CCCCC3)c2)cc1OCC	101	22
COc1ccc(S(=O)(=O)NCCC(=O)OCC(=O)NC2CC2)cc1	107	0
O=C(COC(=O)c1ccc([N+](=O)[O-])o1)Nc1ccc(N2CCOCC2)cc1	97	-4
CCCn1c(SCC(=O)Nc2cccnc2Cl)n[nH]c1=O	94	4
c1ccc(-c2nc(-c3cccnc3)cs2)cc1	101	-2
O=c1[nH]c(-c2ccc(-c3cccc(Cl)c3)o2)nc2ccccc12	109	-3
COc1cc(OC)c(OC)cc1/C=N/Nc1ccc(Cl)nn1	83	1
O=c1c(O[C@@H]2O[C@H](CO)[C@@H](O)[C@H](O)[C@H]2O)c(-c2ccc(O)cc2)oc2cc(O)cc(O)c12	105	-7
O=C(O)c1ccc(Nc2nc(-c3ccc([N+](=O)[O-])cc3)nc3ccccc23)cc1	97	5
COCC(C)n1c(C)cc(C(=O)COC(=O)c2cccn2C)c1C (stereo not given)	96	0
C[C@H](CO)N1C[C@H](C)[C@@H](CN(C)Cc2ccncc2)Oc2c(NC(=O)CCC(F)(F)F)cccc2C1=O	88	-34
FC(F)(F)c1ccc(Cl)c(-n2c(-c3ccco3)n[nH]c2=S)c1	100	-4
COc1ccc(S(=O)(=O)N(C)C[C@@H]2Oc3c(NS(=O)(=O)c4cn(C)cn4)cccc3C(=O)N([C@@H](C)CO)C[C@@H]2C)cc1	111	5
CCOc1ccc(C2/C(=C(\O)c3ccc4c(c3)OCCO4)C(=O)C(=O)N2CCN2CCOCC2)cc1OC (stereo not given)	75	3
CCOc1ccc(NC(=O)COC(=O)CC2CC3CCC2C3)cc1 (stereo not given)	100	1
COC(=O)Nc1ccc(S(=O)(=O)N2CCCC(C(=O)NCC3CCCO3)C2)cc1 (stereo not given)	99	4
CC(=O)c1ccc(NC(=O)CSc2nnc(C3CC3)n2C2CC2)cc1	105	3
CC1CN(C(C)C)C(C)CC1OC(=O)c1ccccc1 (stereo not given)	100	-2
CCN(CC)S(=O)(=O)c1ccc(/C=C/C(=O)OCC(=O)NCc2ccco2)cc1	90	0
O=C(Cc1ccc(Br)cc1)OCC(=O)N1CCOCC1	122	5
CC1(C)NC(=O)N(CC(=O)Nc2ccc(-n3cnnn3)cc2)C1=O	109	-1
CN(C)C(CNC(=O)CSC(=S)N1CCCC1)c1ccccc1 (stereo not given)	105	-7
O=C(CCS(=O)(=O)c1ccccc1)NNC(=O)COc1ccc(F)cc1	87	-1
COc1cc(-c2ccc3oc(-c4ccsc4)cc(=O)c3c2)cc(OC)c1OC	110	-48
CCC(C)Sc1ccc(-c2nc3ccccn3c2NCc2ccccc2)cc1OC (stereo not given)	94	-14
Cc1ccc(S(=O)(=O)N(C)C)cc1NC(=O)COC(=O)COc1ccc2c(C)cc(=O)oc2c1	118	5
COc1ccc(CN2CCNC(=O)C2CC(=O)NC2CCOCC2)c(F)c1 (stereo not given)	92	-7
CC(=O)NC12CC3CC(C1)CC(C(=O)N(C)Cc1cccc(Cl)c1Cl)(C3)C2	84	10
CN(Cc1ccccc1)S(=O)(=O)c1ccc(Cl)c(C(=O)N2CCC(C(N)=O)CC2)c1	82	-7
CC(C)(C)c1ccc(S(=O)(=O)N2CCN(CC(O)CN3CCOCC3)CC2)cc1 (stereo not given)	84	8
COc1ccc(C(=O)OCC(=O)NC(=O)NC2CCCC2)cc1[N+](=O)[O-]	84	0
Cc1ccc(S(=O)(=O)N2CCOCC2)cc1NC(=O)Nc1ccc([N+](=O)[O-])cc1	102	10
Cc1ccc2c(c1)C(=O)C(=O)N2c1ccc(C(F)(F)F)cc1	83	0
CCCCOc1cccc(C2C(C(=O)c3ccc(C)o3)=C(O)C(=O)N2Cc2ccco2)c1 (stereo not given)	112	0
Cc1ccccc1CC(=O)N1CCN(S(=O)(=O)c2ccc(Cl)s2)CC1	137	-3
CC(=O)c1c(C)[nH]c(C(=O)COC(=O)COc2ccccc2)c1C	102	-4
CC(C)(C)OC(=O)C[C@H]1C/C=C\C[C@H](CC(=O)N(CCO)Cc2ccccc2)C(=O)NCCOC1=O	85	1
O=C(c1ccco1)N1CCN(C(=O)c2ccccc2OCc2ccccc2)CC1	90	-3
O=C(NNC(=O)c1ccc2ccccc2c1O)NC1CCCCC1	106	8
CC1CCCC(C)N1C(=O)COC(=O)c1ccco1 (stereo not given)	91	-5
CCC(CO)Oc1cc(NC(=O)c2ccc(OC)cc2)c2ncn(C(C)C)c2c1 (stereo not given)	90	7
O=C(c1cc(-c2cccc3ccccc23)nc2ccccc12)N1CCN(CCO)CC1	107	2
CN(C(=O)CSc1nnc(-c2ccc(F)cc2)n1C)C1CCS(=O)(=O)C1 (stereo not given)	119	-6
N#CCCCc1cc2cc(F)ccc2cn1	89	5
Cc1cccc(NC(=O)CNC(=O)Cn2ncc(Cl)c(Cl)c2=O)c1C	89	-2
CSc1nc(N)nc2c1ncn2CC(=O)Nc1ccc(C)c(C)c1	103	2
Cc1ccc(C(=O)O)cc1NC(=O)C1CCN(S(=O)(=O)c2ccc3c(c2)OCCO3)CC1	84	13

Record cards, as listed above:
Entry for `CC(=O)c1c(C)[nH]c(C(=O)COC(=O)COc2ccccc2)c1C` → CR mimetic SO: 102; GASC-1 inh: -4
Entry for `O=C(c1cc(-c2cccc3ccccc23)nc2ccccc12)N1CCN(CCO)CC1` → CR mimetic SO: 107; GASC-1 inh: 2

(more compounds)
structure	CR mimetic SO	GASC-1 inh
CN(Cc1ccccc1)C(=O)c1ccc(NC(=O)C2CCN(C(=O)OC(C)(C)C)CC2)cc1	101	-8
Cc1noc(C)c1COc1ccc(C(=O)N2CCC(C(N)=O)CC2)cc1	80	0
CC(C)c1ccc(C(C)NC(=S)NC2CCCCC2)cc1 (stereo not given)	100	1
Cc1ccc(Cl)cc1NC(=O)NCc1cccnc1	96	-3
CC(=O)N/N=C\c1ccccc1OC/C=C/c1ccccc1	96	8
COCc1c(C(=O)NCCc2ccc(OC(F)F)cc2)oc2ccccc12	106	-3
COc1ccc(S(=O)(=O)N(C)C[C@H]2Oc3ccc(NS(=O)(=O)c4ccccc4)cc3CC(=O)N([C@H](C)CO)C[C@@H]2C)cc1	85	3
C[C@H]1CN([C@@H](C)CO)C(=O)Cc2cc(NC(=O)CCC(F)(F)F)ccc2O[C@H]1CN(C)Cc1ccc(C(F)(F)F)cc1	90	-19
Cc1ccc(NS(=O)(=O)c2c(C)[nH]c(=O)[nH]c2=O)c(C)c1	99	-3
CCCC(NC(=O)C(C)NC(=O)CO/N=C1\C=C2CCC3C4CCC(C(C)=O)[C@@]4(C)CCC3[C@@]2(C)CC1)C(=O)O (stereo not given in full)	94	2
Cc1ccccc1NC(=O)CCOc1ccccc1	99	-2
COc1ccc(S(=O)(=O)Nc2cccc3c2O[C@H](CN(C)CC2CCCCC2)[C@@H](C)CN([C@H](C)CO)C3=O)cc1	95	-7
CCc1ccc(C(=O)COC(=O)C2=NN(c3ccccc3)C(=O)CC2)cc1	108	-5
COc1ccc(NC(=O)NCCc2c[nH]c3ccccc23)c(OC)c1	105	-2
O=C1CCCC/C=C\C[C@H](CC(=O)N(CCO)Cc2ccccc2)C(=O)NCCO1	85	4
CN(C)c1ccc(C2N(C)C(=O)c3ccccc3N2C)cc1 (stereo not given)	106	8
CCN(CC)CCC(=O)N1c2ccccc2Sc2ccc(NC(=O)OC)cc21	102	-5
COc1ccc(/C=C\C(=O)O[C@@H]2C(O)C(O[C@@H]3OC(C)[C@H](O[C@@H]4OCC(O[C@H]5O[C@H](CO)[C@@H](O)C(O)C5O)C(O)C4O)C(O)C3O)[C@H](OC(=O)[C@]34CCC(C)(C)C[C@@H]3C3=CCC5[C@@]6(C)CC(O)C(O[C@@H]7OC(CO)C(O)[C@H](O)[C@H]7O)[C@@](C)(C(=O)O)C6CC[C@@]5(C)[C@]3(CO)CC4)O[C@H]2C)cc1 (stereo not given in full)	114	4
O=C(NCCC(=O)N1CCN(C(=O)c2ccco2)CC1)c1ccccc1Cl	112	11
COc1cc(C(c2c(O)cc(C)[nH]c2=O)c2c(O)cc(C)[nH]c2=O)ccc1O	100	-5
O=C(CSc1ncccn1)N1CCCCCC1	113	13
CCN1C(=O)CSC1=Nc1ccccc1Cl	99	3
CCSc1nc2sc3c(c2c(=O)n1CC)CCC3	104	-2
O=C(NCCc1ccccc1)c1cc([N+](=O)[O-])ccc1N1CCOCC1	94	1
CNC(=O)CSc1nc2cccnc2n1-c1ccc(F)cc1	102	-7
CCOC(=O)c1ccccc1NC(=O)Cc1ccc(S(=O)(=O)N2CCCC2)s1	102	-2
CC(OC(=O)C1CC1)C(=O)Nc1cccc(S(=O)(=O)N2CCOCC2)c1 (stereo not given)	84	-11
C[C@H](CO)N1C[C@H](C)[C@@H](CN(C)C(=O)Nc2ccc(C(F)(F)F)cc2)Oc2ccc(NC(=O)Nc3ccccc3)cc2C1=O	93	1
O=C(CCNC(=O)c1ccccc1)NN=Cc1ccc(Br)o1	98	-4
COC(=O)c1ccc(NC(=O)c2cc[n+](Cc3ccccc3)cc2)cc1	101	4
Cc1noc(NS(=O)(=O)c2ccc(NC(=O)/C=C/c3ccccc3)cc2)c1C	104	3
CC(=O)Nc1ccc(NC(=O)c2ccc(OCc3c(C)noc3C)cc2)cc1	103	-5
CC[C@@]1(C(=O)OC)N[C@H](CN(C)S(=O)(=O)c2ccc(C(C)(C)C)cc2)[C@@H]2C(=O)N(Cc3ccccc3)C(=O)[C@@H]21	108	3
O=C(C[C@@H]1C/C=C\C[C@@H](Cc2ccc(F)cc2)C(=O)OC[C@@H](Cc2ccccc2)NC1=O)N[C@H](CO)Cc1ccccc1	108	-5
COc1ccc(OC)c(NC(=O)N2CCCc3ccccc32)c1	110	9
CCc1nnc(NS(=O)(=O)c2ccc(NC(=O)c3cc(Cl)ccc3[N+](=O)[O-])cc2)s1	101	11
Cc1[nH]c(-c2ccc(F)cc2)cc1C(=O)N1CCN(c2ccccc2F)CC1	96	1
COc1ccc(C2=CCN3CCCCC3C2)c(-c2ccc(OC)c(OC)c2)c1 (stereo not given)	102	4
C=CCC[C@@H](Cc1ccc(F)cc1)C(=O)OCCNC(=O)[C@@H](CC=C)CC(=O)N[C@@H](CO)Cc1ccccc1	93	-5
COc1ccc(C(=O)OCC(=O)c2ccc3c(c2)NC(=O)CO3)cc1S(=O)(=O)N1CCOCC1	78	-3
CC(NC(=O)C12CC3CC(CC(C3)C1)C2)C(=O)NN=Cc1ccc([N+](=O)[O-])o1 (stereo not given)	113	8
COc1cc(Cl)c(C)cc1NC(=O)COC(=O)C1CC1C (stereo not given)	112	-13
COc1ccc(NC(=O)COC(=O)CCSc2ccccc2)cc1	94	1
Cc1ccc(NC(=O)CCc2ccc(S(=O)(=O)N3CCOCC3)cc2)c(O)c1	88	11
Cc1ccsc1C(=O)OCC(=O)Nc1ccc(Cl)cn1	84	2
CCOC(=O)C1=C(C)Nc2ccccc2N=C1NC(=O)C1CCN(C(=O)c2ccccc2C)CC1	106	-9
COc1ccc(NC(=O)NS(=O)(=O)c2ccc(C)cc2)cc1OC	102	-1
CC1(C(=O)Nc2cccc(-n3cnnn3)c2)Cc2ccccc2C(=O)O1 (stereo not given)	119	-4
CCOc1cccc(C=NNc2ccc(S(=O)(=O)Nc3ccccc3C(=O)O)cc2[N+](=O)[O-])c1O	85	-3
Cc1noc(NS(=O)(=O)c2ccc(NC(=O)c3ccc(F)cc3)cc2)c1C	90	5
CC(=O)Nc1cccc(NC(=O)/C=C/c2ccc(S(=O)(=O)N3CCOCC3)cc2)c1	116	5
CC(=O)c1ccc(S(=O)(=O)N(C)C(C)CCc2ccco2)cc1 (stereo not given)	117	2
COc1ccc(S(=O)(=O)Nc2ccc3c(c2)C(=O)N([C@H](C)CO)C[C@@H](C)[C@@H](CN(C)S(=O)(=O)c2ccc(Cl)cc2)O3)cc1	91	-49
CC(=O)Nc1ccc(C(=O)COC(=O)Cc2ccsc2)c(F)c1	99	1
CC(=O)c1ccc(NC(=O)c2ccc([N+](=O)[O-])o2)cc1	101	15
COc1ccc(CN(C)C[C@H]2Oc3c(NC(=O)Nc4ccccc4)cccc3C(=O)N([C@H](C)CO)C[C@@H]2C)cc1	102	-11
O=C(COC(=O)c1ccc(Br)o1)NC12CC3CC(CC(C3)C1)C2	88	7
CCc1c(C)nc(N2CCN(c3ccc(F)cc3)CC2)[nH]c1=O	97	-6
O=C(Cc1ccc(Cl)c(Cl)c1)NNC(=S)NCC1CCCO1 (stereo not given)	99	5
FC(F)(F)c1ccccc1NC(=S)N1CCCCCC1	99	-2
O=C(CCCn1c(=O)oc2ccccc21)NNC(=O)COc1ccc(F)cc1	103	7
